# A549 tox: counter-screen for Nrf2 inhibitors: cytotoxicity in A549 cells; Potency, µM (titrated, usually from 46 µM), for the others: at the top dose activity change, negative = cytotoxicity, actives largely listed as inhibitors; A549 ARE-Fluc cells, CellTiter-Fluor viability, 18-24 h; 0.16% of 390,000 active; also: potency is read from the fitted curve at half-maximal effect; % is scaled to controls: 0 for no effect and ±100 for the full control effect
#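 A549 ARE_Fluc cells in 5% FBS OPTI-MEM were exposed to compounds in concentration-response for 18-24 h at 37 deg C. Viability was read by CellTiter-Fluor fluorescence (Ex 405/Em 525) after 30 min, before the luciferase read.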
# ATXN2 expr inh: ATXN2 expression inhibition; AID 1745845; HEK-293 ATXN2-luciferase reporter, luminescence, 24 h; 0.72% of 360,000 active; Potency, µM (series often up to 57 µM), inactives show at the top dose activity change, negative = inhibition, hits mostly inhibitors; also: potency is read from the fitted curve at half-maximal effect; % is scaled to controls: 0 for no effect and ±100 for the full control effect; nearly all actives have a fitted effect of over 55% in size
#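 ATXN2-luciferase reporter cells (luciferase flanked by upstream and downstream ATXN2 gene portions) were treated 24 h at 37 °C with compounds at up to 57 uM. SteadyGlo luminescence gave expression; GF-AFC fluorescence gave viability.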
# HepG2 viability: counter-screen for TGF-b inhibitors: cytotoxicity in HepG2 cells; Potency, µM (doses to about 46.1 µM), without a hit: at the highest dose activity change, negative = cytotoxicity, hits mostly cytotoxic; 0.76% of 410,000 active; HepG2 CAGA-GFP viability, ATP luminescence, 18 h; also: potency is read from the fitted curve at half-maximal effect; some results filed as inactive show a strong effect at the top dose
#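 HepG2 CAGA-GFP cells (1000/well, DMEM with 1% FBS) received compound, then TGF-beta at 500 pg/mL final, and were incubated 18 hours at 37 degrees C. Viability was read by CellTiter-Glo luminescence. Media-only wells were set as complete cell-killing and DMSO as no toxicity.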
# IL-1B inflam inh: blocks inflammasome-driven IL-1 beta release; THP-1 LPS/ATP IL-1B secretion, AlphaLISA, 16 h; stronger effect = lower value; activity change, % at 57.5 µM; 4.7% of 360,000 active; AID 743279; in the data active = activity change below about -50%; inconclusive = mostly about -30% to -49%; also: % is scaled to controls: 0 for no effect and ±100 for the full control effect
#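 THP-1 cells pretreated 1 hr with compounds (up to 57.5 uM final), then stimulated with LPS (250 ng/mL final) plus ATP (1.25 mM final); secreted IL-1B measured by AlphaLISA after 16 hr, decreased signal indicating inhibition.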
# Nrf2 ARE act: activates Nrf2 signaling. AID 624171. 0.31% of 410,000 active. AREc32 ARE-luciferase reporter (MCF7-derived line), luminescence, 24 h. Potency, µM (highest dose often 46.1 µM), for the others: top-dose activation, actives largely listed as activators; also: potency is read from the fitted curve at half-maximal effect; % of control where 0% means no effect; nearly all actives have a fitted effect of over 65% in size
#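 Luciferase luminescence (Steady-Glo, 30 min at room temperature) served as the read-out of ARE activation in AREc32 cells treated with compounds for 24 hr at 37 deg C.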
# MCF10A rereplic: induces DNA re-replication in MCF 10a normal breast cells; MCF 10A DNA re-replication, Hoechst nuclear intensity, 48 h; Potency, µM (series often up to 46.1 µM), for inactives: at the highest dose activity, positive = re-replication, actives largely listed as activators; 2.9% of 350,000 active; also: potency is read from the fitted curve at half-maximal effect; % of control where 0% means no effect; nearly all actives have a fitted effect of over 50% in size
# TGFb inhibitor: inhibitors of TGF-b signaling; HepG2 CAGA-GFP TGF-b/SMAD3 reporter, GFP fluorescence, 18 h; TGF-beta stimulated, 500 pg/mL final; Potency, µM (highest dose often 46.1 µM), for inactives: at the top dose activity, negative = inhibition, hits mostly inhibitors; 1.2% of 410,000 active; also: potency is read from the fitted curve at half-maximal effect; % is scaled to controls: 0 for no effect and ±100 for the full control effect; nearly all actives have a fitted effect of over 65% in size
#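 Read-out: total well GFP (ex488/em500-530) summed from mean per-cell fluorescence. Cells: HEPG2 CAGA-GFP, 1% FBS DMEM, 18 h at 37 degrees C with 500 pg/mL final TGF-beta. Unstimulated wells served as the full-inhibition control; stimulated DMSO wells = 0%.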
# Nrf2 inh: blocks Nrf2 signaling. 2.1% of 360,000 active. Potency, µM (titrated, usually from 46 µM), for the others: top-dose activity change, negative = inhibition, most hits filed as inhibitors. A549 ARE-Fluc reporter, luciferase luminescence, 18-24 h; also: potency is read from the fitted curve at half-maximal effect; % is scaled to controls: 0 for no effect and ±100 for the full control effect; nearly all actives have a fitted effect of over 60% in size
#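 A549 ARE_Fluc cells (5000/well, 5% FBS OPTI-MEM) pre-incubated 2 h, then treated with compounds 18-24 h at 37C/5% CO2 in concentration-response. CellTiter-Fluor viability read first; BugLite luciferase luminescence after 15 min at room temperature gives Nrf2 activity.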
# ATXN viability: cell viability loss in ATXN counter-screen; Potency, µM (titrated, usually from 56.7 µM), usual class: cytotoxic; 0.49% of 400,000 active; S2 cells (HEK-293 line with an ATXN2-luciferase reporter) viability, CellTiter-Fluor protease fluorescence, 24 h; also: potency is read from the fitted curve at half-maximal effect; nearly all actives have a fitted effect of over 40% in size
# The depositor's hits bear a star; i = inactive; ? = inconclusive; / = not tested or not shown; & = joins results of further samples; [ ] = remark or other dose. Unless noted, calls follow the shape of the dose curve; as a rule, active = well fitted curve in the direction sought with a large enough effect; inconclusive = small, poorly fitted or top-dose-only effect, or another doubt; inactive = no such curve, though single readings can be large; an effect the other way counts as inactive or inconclusive.
smiles	A549 tox	ATXN2 expr inh	HepG2 viability	IL-1B inflam inh	Nrf2 ARE act	MCF10A rereplic	TGFb inhibitor	Nrf2 inh	ATXN viability
O=C(Nc1nnc(C2=COCCO2)o1)c1ccc([N+](=O)[O-])s1	-15.1%	-16.0%	-4.7%	18.2	?	7.0%	0.0%	6.8%	i
O=C(NC(N1CCCC1)C(Cl)(Cl)Cl)c1ccccc1 (stereo not given)	1.2%	-2.5%	8.0%	-18.9	-0.3%	3.5%	2.8%	-12.0%	?
Clc1ccc(C2=NCCN2)cc1	-0.5%	-3.2%	-0.7%	-13.8	2.9%	-6.0%	0.9%	3.9%	i
COc1cc(CO)c(OC)c([N+](=O)[O-])c1	-7.6%&-6.8%	0.5%	4.2%&-14.1%	19.8	-1.7%	?	6.3%&5.2%	1.9%&6.2%	i
CCOC(=O)Cn1c(=O)oc2cc(S(=O)(=O)N3CCC(N4CCCCC4)CC3)ccc21	2.4%	-0.4%	4.0%	7.9	-0.7%	1.7%	7.9%	16.3%	i
O=C1c2ccccc2C(=O)N1CNc1ccccc1	2.6%	-25.6%	6.9%	0.0	-0.8%	0.5%	1.6%	-0.6%	?
COc1ccc(-c2sc(C(=O)c3ccc(Cl)cc3Cl)cc2CC(=O)O)cc1	-12.1%	-18.0%	-16.5%	32.3	-0.6%	11.6µM*	-26.8%	-17.4%	/
CC(C(=O)O)c1ccc(CC2CCCC2=O)cc1 (stereo not given)	0.7%	1.1%&6.2%	-10.4%	-13.6	0.6%	0.0%&-23.0%	-16.4%	2.2%	i
Cc1nn(CC(=O)OCC(=O)NCCc2ccc(F)cc2)c(C)c1[N+](=O)[O-]	-0.2%	9.2%	6.7%	18.7	-0.3%	0.9%	4.9%	21.2%	i
Cc1ccc(NC2=NCC(=O)N2Cc2ccc3c(c2)OCO3)c(C)c1	-11.3%	-10.3%	-4.2%	-2.1	0.4%	4.4%	1.9%	-8.3%	i

# Some of these compounds in order of the TGFb inhibitor value, highest first:
SMILES | TGFb inhibitor
CCOC(=O)Cn1c(=O)oc2cc(S(=O)(=O)N3CCC(N4CCCCC4)CC3)ccc21 | 7.9%
O=C(NC(N1CCCC1)C(Cl)(Cl)Cl)c1ccccc1 (stereo not given) | 2.8%
Clc1ccc(C2=NCCN2)cc1 | 0.9%
CC(C(=O)O)c1ccc(CC2CCCC2=O)cc1 (stereo not given) | -16.4%

# Further structures
smiles	A549 tox	ATXN2 expr inh	HepG2 viability	IL-1B inflam inh	Nrf2 ARE act	MCF10A rereplic	TGFb inhibitor	Nrf2 inh	ATXN viability
OCC1(CCc2ccccc2)CCN(C/C=C/c2ccccc2)CC1	0.6%	-18.7%	-32.2%	-4.3	3.8%	-22.8%[9.22 µM]	-4.0%	3.4%	i
CCN(CC)CCN(C(=O)CCOc1ccccc1)c1nc2c(F)cc(F)cc2s1	-0.4%	-10.5%	-19.8%	?	3.5%	11.5%	-14.7%	-5.7%	i
CC(C)Oc1ccc(C(=O)Nc2ccc(Cl)c(S(=O)(=O)Nc3ccc(Cl)cc3)c2)cc1	?	?	-7.6%	-20.9	-0.2%	?	?	?	?
CC(C)COC(=O)c1nnsc1NC(=O)Nc1ccccc1	1.9%	-33.6%	-13.3%	13.9	3.1%	28.5%	-15.4%	?	?
COc1ccc2c(c1C)CCC(C)(C#N)C2=O (stereo not given)	0.3%	14.2%	-7.1%	-1.1	1.9%	0.5%	0.0%	-14.7%	i
COc1ccc2cc(CCN3C(=O)c4ccccc4C3=O)c(=O)[nH]c2c1	3.3%	2.0%	-52.2%	-12.5	-0.7%	1.1%	0.7%	1.0%	i
CCOC(=O)c1ccc[n+]([O-])c1	8.9%	-3.7%	10.9%	11.7	7.8%	-14.8%	2.4%	0.9%	?
CCc1nnc(SCc2ccc(F)cc2Cl)c2cc3sccc3n12	6.8%	/	0.6%	/	-0.6%	/	-2.7%	9.2%	/
Cc1ccccc1NC(=O)c1ccc2nc(Cc3ccccc3)oc2c1	2.4%	?	-22.2%	/	3.1%	/	3.8%	/	?
COc1cc(NC2c3ncccc3C(=O)N2Cc2ccco2)cc(OC)c1 (stereo not given)	10.7%	8.4%	7.3%	-2.7	1.9%	-25.7%	2.4%	/	i

# Part of the list above, field by field:
SMILES: COc1cc(CO)c(OC)c([N+](=O)[O-])c1
  A549 tox: -7.6%&-6.8% | ATXN2 expr inh: 0.5% | HepG2 viability: 4.2%&-14.1% | IL-1B inflam inh: 19.8 | Nrf2 ARE act: -1.7% | MCF10A rereplic: ? | TGFb inhibitor: 6.3%&5.2% | Nrf2 inh: 1.9%&6.2% | ATXN viability: i
SMILES: CCOC(=O)Cn1c(=O)oc2cc(S(=O)(=O)N3CCC(N4CCCCC4)CC3)ccc21
  A549 tox: 2.4% | ATXN2 expr inh: -0.4% | HepG2 viability: 4.0% | IL-1B inflam inh: 7.9 | Nrf2 ARE act: -0.7% | MCF10A rereplic: 1.7% | TGFb inhibitor: 7.9% | Nrf2 inh: 16.3% | ATXN viability: i

# Carrying on.
smiles	A549 tox	ATXN2 expr inh	HepG2 viability	IL-1B inflam inh	Nrf2 ARE act	MCF10A rereplic	TGFb inhibitor	Nrf2 inh	ATXN viability
COC(=O)C1=CN(Cc2ccc(OC)cc2)C=C(C(=O)OC)C1c1cc(OC)c(OC)c(OC)c1	-0.4%	3.8%	-11.8%	?	4.4%	?	12.7%	?	i
CC(=O)NC1=NN(C(C)=O)C(C)(c2cccnc2)S1 (stereo not given)	-0.4%	-12.2%	3.2%	-1.2	-0.2%	5.6%	-9.1%	-6.6%	i
CC(=O)N(C(C)=O)c1cccc2c(N(C(C)=O)C(C)=O)cccc12	0.0%	-3.2%	27.8%	18.5	0.0%	10.7%	10.5%	?	i
O=C(NCc1ccco1)C1CCN(C(=O)c2ccc(Cl)cc2)CC1	3.3%	/	25.0%	-7.0	0.2%	0.2%	34.1%[activator]	0.2%	i
CCCS(=O)(=O)NC(=O)C1(C)CCN1C(=O)Cc1ccc(-c2ccccc2)cc1 (stereo not given)	/	3.9%	-4.7%	11.7	-0.9%	/	13.8%	/	i
Clc1cccc(Cl)c1NC1=NCCC1	2.7%	12.2%	0.5%	14.1	-0.2%	7.6%	-1.5%	10.3%	i
CNc1nn(-c2cccc(Cl)c2)nc1N	-7.5%	41.5%[activator]	2.6%	-12.5	8.5%	-5.9%	26.9%	?	i
O=C(Nc1ccccc1F)NC1CCCc2ccccc21 (stereo not given)	-6.3%	20.6%	1.5%	-0.3	0.0%	-3.2%	17.2%	-18.3%	i
Cc1cc(-c2ccc(S(=O)(=O)Nc3cccc(C)c3C)s2)on1	-12.7%	/	-18.0%	/	-0.7%	/	-17.2%	?	/
CCCCCCCN=C(C)c1ccccc1O	-8.0%	-10.0%	26.4%	19.8	-0.3%	-0.8%	-27.2%	2.3%	?
CCCS(=O)(=O)NCCc1csc2nc(-c3ccc(C)cc3)nn12	0.5%	/	2.8%	/	7.7%	/	17.1%	/	/
CCOC(=O)c1c(C)oc2ccc(OC(=O)c3cccs3)cc12	3.4%	/	-1.7%	-3.5	6.0%	-33.4%[inhibitor]	-6.3%	7.5%	i
COc1ccc(OC)c2c(=O)cc(C(=O)O)[nH]c12	-0.4%	-4.9%	6.2%	-6.1	-0.6%	-8.7%	5.9%	0.3%	i
Nc1c(C(=O)Nc2cccc(F)c2)c2ccccn2c1C(=O)c1ccccc1	-1.1%	-6.5%	0.1%	/	7.1%	/	14.5%	2.6%	i
CC(=O)c1ccc2c(c1)Nc1ccccc1S2	-1.3%	-6.9%	-0.9%	-15.3	5.8%	-1.1%	0.4%	-18.9%	i
COc1cccc(N2CCN(c3ncnc4c3c(-c3ccccc3)cn4-c3cccc(C(F)(F)F)c3)CC2)c1	12.1%	/	-24.5%	/	-0.8%	/	?	/	/
COC(=O)c1cccc(Oc2nc3c(c(=O)n(C)c(=O)n3C)n2Cc2ccc(C)cc2)c1	3.3%	3.4%	-0.1%	3.1	0.3%	-1.1%	6.4%	-19.3%	i
COc1cc(S(=O)(=O)N2CCN(C(=O)c3cccs3)CC2)ccc1NC(C)=O	/	/	-0.5%	21.8	-0.2%	/	1.8%	/	i
CCOC(=O)Cc1csc(SCC(=O)NC2CCCC2)n1	9.6%	-3.8%	-0.8%	14.9	-1.2%	0.4%	-0.7%	-9.1%	i
O=C(COC(=O)C1CC2CCCC(C1)C2=O)c1cccc(Br)c1 (stereo not given)	-2.0%	/	10.6%	15.6	-0.2%	-5.5%	-0.7%	3.8%	i
CC(C)(C)NC(=O)CN1C(=O)NC(c2ccccc2)(c2ccccc2)C1=O	0.3%	16.7%	0.6%	1.6	0.0%	11.6%	-3.2%	7.8%	i
Cc1cc(/C=C2/NC(=O)NC2=O)c(C)n1-c1ccccn1	8.1%	16.9%	-3.4%	42.1	5.1%	-2.0%	7.2%	13.3%	i
CSc1cccc(NC(=O)Cn2nnc(C(=O)NCCc3ccccc3)c2N)c1	4.3%	-19.5%	-6.9%	/	2.7%	/	-20.1%	/	i
O=C(NNC(=O)c1cccc(S(=O)(=O)N2CCCCC2)c1)c1ccccc1	0.4%	-3.4%	-1.2%	7.9	-1.1%	-7.9%	-2.0%	2.7%	i
CN1CCN(c2ccc(NC(=O)Cc3ccccc3)cc2)CC1	2.7%	44.8%[activator]	-34.7%	3.0	1.5%	18.1%	4.3%	15.3%	i
COc1ccc(NC(=O)N(C)[C@H]2C[C@H]3c4[nH]c5ccc(-c6cccc(C)c6)cc5c4CCN3C[C@H]2[C@H](C)O)cc1	/	25.1µM*	-120.6%	-29.2	-4.9%	/	?	/	/
O=C(OCc1cc(=O)n2nc(-c3cccs3)sc2n1)c1ccccc1Cl	-1.2%	6.4%	-2.3%	/	20.6%	/	-1.7%	26.0%	i

# Assay outcomes deposited in PubChem BioAssay by National Center for Advancing Translational Sciences (NCATS).
